Source: PubChem BioAssay
SENP8 block-1 = blocks human SENP8 cleavage of Nedd8 substrate | Q96LD8 | recombinant SENP8, Nedd8 substrate fluorescence | inhibition, % at 20 µM | 360,000 tested, 0.64% active | AID 602440; in the data active = inhibition mostly above about 40%, no sharp cut-off; inactive = mostly below about 27%
SENP1 inh = SENP1 (human) catalytic domain inhibition | Q9P0U3 | recombinant SENP1 catalytic domain, CyPet-SUMO1-YPet FRET cleavage | inhibition, % at 10 µM | 360,000 tested, 0.21% active;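 active = inhibition at least 30% at 10 µM, raw YFP signal under a set limit, fluorescence ratio 0.5 to 1.5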;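 also: 0% = enzyme with DMSO and 100% = no enzyme wells; some results filed as inactive read as strong as hits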
Target sequence (Q9P0U3 419-644 limits assumed): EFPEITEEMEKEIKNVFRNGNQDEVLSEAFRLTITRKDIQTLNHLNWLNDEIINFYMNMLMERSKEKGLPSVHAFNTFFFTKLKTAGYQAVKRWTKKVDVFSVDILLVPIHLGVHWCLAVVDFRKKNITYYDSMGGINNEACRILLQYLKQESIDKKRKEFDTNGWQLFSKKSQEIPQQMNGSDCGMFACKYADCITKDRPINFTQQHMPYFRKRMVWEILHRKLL
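Test system: hSENP1 catalytic domain, recombinant; Amount: 20 pM final SENP1 enzyme; Medium: Tris pH 8 buffer plus EDTA, NaCl, BME, BSA, NP40, catalase; Schedule: 50 min enzyme reaction, room temperature, light-protected; Technique: FRET fluorescence in CFP and YFP emission channels; Controls: no-enzyme wells low, DMSO-plus-enzyme wells high control.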
SENP8 block-2 = blocks the human protease SENP8; 330,000 tested, 1.2% active; AID 2540; purified SENP8, Z-RLRGG-aminoluciferin cleavage, luminescence; Q96LD8; inhibition, % at 10 µM; in the data active = inhibition above about 50%
UBC13 polyUb = human UBC13 polyubiquitination inhibition. P61088. UBC13 polyubiquitin chain formation, TR-FRET. inhibition, % at 20 µM. 330,000 tested, 0.47% active. AID 485273; in the data active = inhibition above about 45%, passing the limit was not always enough
SENP7 inh = blocks the human protease SENP7; 330,000 tested, 1.5% active; recombinant SENP7, Z-RLRGG-aminoluciferin luminescence, 40 min; Q9BQF6; inhibition, % at 5 µM;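 active = inhibition above about 50% at the single test dose, limit read from the data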;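 also: plate controls were DMSO with enzyme for no effect and no enzyme buffer wells for full effect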
Target sequence (Q9BQF6 706-1050 limits assumed): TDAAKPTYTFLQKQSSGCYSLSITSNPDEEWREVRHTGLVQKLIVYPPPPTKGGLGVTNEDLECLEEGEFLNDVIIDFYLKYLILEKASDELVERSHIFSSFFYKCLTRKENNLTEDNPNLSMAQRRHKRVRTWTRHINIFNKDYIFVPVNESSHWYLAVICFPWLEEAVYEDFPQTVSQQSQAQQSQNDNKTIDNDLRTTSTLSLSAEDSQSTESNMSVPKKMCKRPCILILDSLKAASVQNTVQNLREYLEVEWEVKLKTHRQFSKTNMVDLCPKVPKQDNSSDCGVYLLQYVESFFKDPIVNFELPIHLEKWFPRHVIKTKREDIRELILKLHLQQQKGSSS
SENP6 block = inhibitors of human SENP6 protease; Recombinant SENP6 catalytic domain, aminoluciferin luminescence; inhibition, % at 10 µM; 330,000 tested, 1.8% active; Q9GZR1;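 active = inhibition above about 50% at the single tested dose, limit read from the data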;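 also: plate controls were DMSO wells with enzyme for no effect and DMSO wells lacking enzyme for full effect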
APOBEC3G inh = blocks human APOBEC3G single-stranded DNA deamination; recombinant A3G, ssDNA deamination FAM/TAMRA fluorescence; 330,000 tested, 0.28% active; AID 493012; Q9HC16; inhibition, % at 20 µM;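 active = inhibition of at least 40% at 20 µM, with no more than 30% in the related APOBEC3A deaminase screen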;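 also: plate controls were DMSO wells with A3G for no effect and wells lacking A3G enzyme for full effect; some compounds called inactive have numbers as strong as hits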
Target sequence (Q9HC16 whole entry, looked up): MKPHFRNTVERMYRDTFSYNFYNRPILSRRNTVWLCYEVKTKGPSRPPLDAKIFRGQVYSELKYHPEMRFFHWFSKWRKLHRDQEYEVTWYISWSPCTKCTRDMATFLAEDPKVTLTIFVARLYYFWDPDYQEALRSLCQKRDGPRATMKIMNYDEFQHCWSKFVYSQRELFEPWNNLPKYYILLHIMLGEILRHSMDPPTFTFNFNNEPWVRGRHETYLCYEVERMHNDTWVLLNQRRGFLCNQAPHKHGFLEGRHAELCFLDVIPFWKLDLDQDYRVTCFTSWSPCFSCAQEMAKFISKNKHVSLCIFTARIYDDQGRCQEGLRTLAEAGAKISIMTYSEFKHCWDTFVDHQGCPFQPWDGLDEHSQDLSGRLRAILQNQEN
Apaf-1 inh = blocks human Apaf-1 apoptosome activity; O14727; reconstituted apoptosome caspase-3 activity, DEVD-Rh110 fluorescence; inhibition, % at 20 µM; 330,000 tested, 0.71% active; active = inhibition of at least 40% at 20 µM;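 also: plate controls were DMSO wells for no effect and DEVD-CHO caspase inhibitor wells for full effect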
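Material: cell-free apoptosome with Apaf-1, procaspase-3 and caspase-9; Buffer or medium: Hepes pH 7.5 with detergent and BSA; Reagent: cytochrome c trigger plus (Z-DEVD)2-Rh110 caspase-3 substrate; Times: compound with Apaf-1, dATP, procaspase-3 30 min, then 50 min reaction, room temperature; Technique: Rh110 fluorescence intensity.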
* marks the source's active call; other numbers are inactive results; nt = no result given.

Values in the order: SENP7 inh, SENP6 block, Apaf-1 inh, UBC13 polyUb, SENP1 inh, APOBEC3G inh, SENP8 block-1, SENP8 block-2
> COc1ccccc1N1CCN(CCN2C(=O)C3CCCN3C2=O)CC1 (configuration not stated)
 : 3, 1, 0, 3, -2, -4, 14, -7
> C=CCN(CC=C)C(=S)NCCc1ccc(OC)c(OC)c1
 : 3, 8, -2, 1, 3, -7, 9, 4
> O=C(OCC(=O)N1CCC(Cc2ccccc2)CC1)c1ccc[nH]c1=O
 : 5, 1, -2, -2, 2, 0, -62, -2
> CN(C)CCCC(C)(O)C(C)(C)c1ccccc1 (configuration not stated)
 : -7, -6, -13, 3, -1, -6, 12, -4
> O=C(CNC(=O)c1cccs1)NCCN1CCN(c2ccccc2F)CC1
 : -11, -9, -12, 4, 1, -6, 8, -5
> CCN(CC)S(=O)(=O)c1ccc(N2CCOCC2)c(NC(=O)c2ccc(=O)n(C)n2)c1
 : -1, -6, 4, 1, 1, -7, 3, 5
> COc1ccc(NC(=O)C2C3C=CC(O3)C2C(=O)NCc2cccnc2)cc1 (configuration not stated)
 : 0, -6, -3, 4, 1, -4, 26, 0
> CC1Cc2ccccc2N1C1=NS(=O)(=O)c2ccccc21 (configuration not stated)
 : -3, -39, 1, -14, -2, -5, 6, -6
> Cc1cccc(CC(=O)NC2CCS(=O)(=O)C2)c1 (configuration not stated)
 : 5, -13, 8, -2, -1, 0, 11, -2
> CCn1c(CNC(=O)c2ccc3c(c2)OCO3)nnc1SCC(=O)Nc1cc(C)ccc1OC
 : -14, -4, -1, -4, 2, -9, 14, -6
> CCN(CC)S(=O)(=O)c1ccc(OC)c(NC(=O)c2ccc(OC)c([N+](=O)[O-])c2)c1
 : 3, 1, 4, 8, 1, 1, 14, -4
> COC(=O)C(CC(=O)c1ccc(Br)cc1)n1cccn1 (configuration not stated)
 : -4, 2, -12, 0, 0, -5, 6, -1
> CCCC(C)NC(=O)CSc1nnc(-c2c[nH]c3ccccc23)o1 (configuration not stated)
 : -1, -5, -8, 12, 1, -7, 4, 0
> Cc1ccc(-c2nc(CS(=O)CC(=O)NCc3ccc(F)cc3)c(C)o2)cc1 (configuration not stated)
 : 0, -7, 3, -1, 1, -3, 24, 4
> COc1ccc2cc(C(=O)N(C)Cc3ccccc3)[nH]c2c1
 : -13, -40, 11, 4, -17, -5, 3, -8
> COC(=O)C1C2C=CC3(CN(c4cccc(C)c4)C(=O)C13)O2 (configuration not stated)
 : 9, -29, -1, -5, 0, -3, 10, 2
> O=C(NCc1ccco1)C1CCCN(S(=O)(=O)c2ccccc2)C1 (configuration not stated)
 : 5, 6, -4, 1, 0, 2, 7, 2
> Cc1ccc(CNc2ccc3c(c2)ncn3C(C)C)cc1
 : -5, 3, 6, -9, 0, -7, -203, -10
> CCOC(=O)C1=C(C)Nc2ccccc2N=C1NC(=O)c1cccc(S(=O)(=O)N(C)C)c1
 : -9, -18, 6, -9, 2, -4, 24, -7
> CCOC(=O)/C(=N\Nc1cc(C(F)(F)F)ccc1Cl)N(CC)CC
 : 2, 3, 0, -5, 0, -2, 16, 4
> CC(C)c1nnc(SCC(=O)N2CCN(C(=O)c3ccco3)CC2)n1N
 : 1, -1, -3, 3, -1, -3, 10, 8
> C/C(NC1CCCCC1)=C(/C#N)C(=O)NCCN1CCOCC1
 : 4, -10, -1, 6, 2, -5, 7, 5
> CN(C(=O)CNC(=O)c1ccc(Br)o1)C1CCCCC1
 : -5, -5, -12, -3, 0, -9, 3, 3
> Cc1ccccc1C(=O)O/N=C/c1c(N2CCOCC2)n(C)c2ccccc12
 : 19, 26, -6, 10, -1, -2, -3, 4
> Cc1ccccc1N(CC(=O)NC1CCCC1)C(=O)c1oc(C(C)(C)C)cc1C
 : 10, 8, 11, -8, -3, 0, 5, -3
> O=C(NCc1ccccc1)c1ccc(NC(=O)c2ccco2)cc1
 : 0, -11, 3, 7, 1, -3, 2, 6
> Cc1ccc(NC(=O)C2CCCCC2C(=O)O)cc1C (configuration not stated)
 : 5, 11, -9, 2, -1, 5, 18, 3
> COc1cc(CN2CC(=O)N(c3ccccc3Cl)C2=S)cc(OC)c1OC
 : -10, -6, 9, -5, -2, -3, 5, -7
> CC1(c2ccc(Cl)cc2)NC(=O)N(CC(=O)Nc2ccc(F)cc2)C1=O (configuration not stated)
 : 6, -11, 2, 5, -1, -10, 6, 4
> CC(C)c1ccc(C2(C)NC(=O)N(CC(=O)NC3(C#N)CCCC3)C2=O)cc1 (configuration not stated)
 : -2, -12, -4, -3, -2, -3, 2, 4
> Cc1ccc(OCCCNC2CCCC2)cc1
 : 1, 2, 5, -7, -1, -7, 20, -5
> NS(=O)(=O)c1ccc(NC(=O)Cn2ncc3c2-c2ccccc2OC3)cc1
 : -9, 4, 13, 1, 0, -7, 8, -10
> Cc1ccc(N2C(=O)c3ccc(C(=O)O)cc3C2=O)cc1C
 : 12, 33, -2, 7, 1, -5, 21, 9
> Cc1nn(CC(=O)N/N=C/c2ccc3c(c2)OCO3)c(C)c1Br
 : 0, -21, -9, 1, 4, -1, -1, -4
> CN(C(=O)COc1ncnc2c1cnn2-c1ccccc1)C1CCCCC1
 : -1, -8, -23, 20, -2, -5, 0, -7
> COc1ccc(C2CC(C(F)(F)F)n3nc(C(N)=O)c(Cl)c3N2)cc1OC (configuration not stated)
 : 0, 16, 5, -8, 2, 1, 8, -3
> O=C(c1ccccc1F)N(Cc1cccnc1)Cc1cc2cc3c(cc2[nH]c1=O)OCCO3
 : 0, -17, -2, 6, 4, 3, -409, 0
> O=C(O)c1coc2ccccc12
 : 2, -21, -7, 7, nt, -5, nt, -4
> Cc1cc(C(=O)NCCCN2CCOCC2)n(-c2ccccc2)n1
 : 15, -7, 2, -8, -1, -8, 6, -10
> O=C(NC1CC1)c1cc(-c2ccccn2)nc2ccccc12
 : -4, 4, -1, -3, 2, -3, 28, -5
> Cn1nc(C(F)(F)F)c2cc(C(=O)Nc3ccc(C(F)(F)F)cc3)sc21
 : 14, -13, 0, -6, -1, -1, 9, -9
> CCN(CC)CC(=O)Nc1sc(C)c(C)c1C(=O)c1ccc(C)cc1
 : 5, -9, 17, -17, 2, -6, 20, -4
> Cc1cccc(OCc2nnc(SCC(=O)N3CCCCC3)o2)c1
 : 4, -16, 9, 4, 1, -9, 22, 1
> NS(=O)(=O)c1ccc(CNC(=O)C2CCCCC2)cc1
 : -19, -1, 4, -11, 2, -5, 7, -3
> CCCCNC1CCS(=O)(=O)C1 (configuration not stated)
 : 0, 5, -18, 0, 2, -4, 15, 4
> CCOc1ccc(/C=N/OCC(=O)Nc2cc(S(=O)(=O)N3CCOCC3)ccc2OC)cc1
 : 5, -2, -55, -4, -59, -7, -115, 3
> COc1ccccc1NC(=O)Nc1cc(C(C)C)ccc1C
 : -9, -16, 3, 5, 3, -11, 14, -2
> Cc1ccc(-c2nc(N)sc2C)cc1
 : 1, -5, 9, 17, 0, -6, 15, -7
> O=C(CN1CCN(Cc2ccccc2Cl)CC1)N/N=C/C=C/c1ccco1
 : -4, -19, 0, -14, 2, -6, 21, -16
> COc1ccc(NC(=O)Cc2ccccc2)cc1
 : 2, 7, 2, -5, -14, -8, 27, -7
> Cc1nn(Cc2c(Cl)cccc2Cl)c(C)c1NC(=O)CCCn1nc([N+](=O)[O-])c(Cl)c1C
 : 1, 6, -1, 1, 5, 0, 13, -5
> CC(C)N(C)CCOC(=O)c1ccccc1Cl
 : 13, 8, -2, 1, -1, -1, 23, 3
> O=C(CCC(=O)N1CCOCC1)NCCc1ccc(F)cc1
 : 11, -18, -3, 5, 2, -1, 5, 1
> CS(=O)(=O)N(CC(=O)Nc1ccccc1C(=O)NCc1ccccc1)c1ccc2c(c1)OCCO2
 : 4, -9, -2, -1, 2, -2, -16, 6
> Cc1ccc(OCC(=O)Nc2cc(-c3nn4c(C)nnc4s3)ccc2C)cc1
 : 10, -7, 19, -44, -11, -2, 20, -8
> Cn1c(Cc2ccccc2)nnc1SCc1nc2ccccc2c(=O)[nH]1
 : 0, -20, -2, -1, 2, -1, 18, 0
> CN(Cc1ccccc1)C(=O)COC(=O)c1ccc(-n2cnnn2)cc1
 : 2, -8, 1, 2, 2, -5, 1, 2
> O=C(O)CSc1c(-c2ccccc2)c2cc(Cl)ccc2[nH]c1=O
 : 6, -3, 12, -5, 3, -6, -10, -2
> O=C(O)c1ccc(NS(=O)(=O)c2ccc3c(c2)C(=O)c2cc(S(=O)(=O)Nc4ccc(C(=O)O)cc4)ccc2-3)cc1
 : -5, 2, -7, -4, 5, -7, 17, 9
> Cc1ccc(-n2nnnc2SC(C)C(=O)Nc2ccc(Cl)cn2)cc1 (configuration not stated)
 : 3, -2, 9, -2, 2, -3, 5, -2

Two entries from above, as labelled records.
Cc1ccc(-c2nc(N)sc2C)cc1
  SENP7 inh: 1
  SENP6 block: -5
  Apaf-1 inh: 9
  UBC13 polyUb: 17
  SENP1 inh: 0
  APOBEC3G inh: -6
  SENP8 block-1: 15
  SENP8 block-2: -7

O=C(CN1CCN(Cc2ccccc2Cl)CC1)N/N=C/C=C/c1ccco1
  SENP7 inh: -4
  SENP6 block: -19
  Apaf-1 inh: 0
  UBC13 polyUb: -14
  SENP1 inh: 2
  APOBEC3G inh: -6
  SENP8 block-1: 21
  SENP8 block-2: -16

The results go on:
Values in the order: SENP7 inh, SENP6 block, Apaf-1 inh, UBC13 polyUb, SENP1 inh, APOBEC3G inh, SENP8 block-1, SENP8 block-2
> O=C1N=C(N2CCOCC2)S/C1=C\c1ccccc1OS(=O)(=O)c1ccccc1
 : -1, 1, 4, -11, 1, -11, 3, 1
> CN(Cc1cccc(Cl)c1Cl)C(=O)CCNC(=O)c1ccco1
 : 3, -1, 0, 12, 1, -1, 9, 4
> CCCc1cc(=O)n2[nH]c(SCc3ccc(Cl)cc3)nc2n1
 : 8, 26, 4, -1, 0, -3, 12, 3
> O=C(NCc1n[nH]c(=S)n1-c1cccc(C(F)(F)F)c1)c1ccc(S(=O)(=O)N2CCCCC2)cc1
 : 7, -13, 14, -4, 1, -1, 8, 7
> O=C(COC(=O)c1ccc2c(c1)OCCO2)Nc1cccc(S(=O)(=O)N2CCOCC2)c1
 : -9, -1, 8, -5, 2, -5, 0, -2
> CC(Oc1cccc(Cl)c1)c1ccnc2nc(/N=C/N(C)C)nn12 (configuration not stated)
 : 5, 14, -3, 4, 2, -2, -491, -6
> O=C(Nc1ccccc1N1CCN(C(=O)c2ccc(Cl)cc2)CC1)c1cc(Br)ccc1Cl
 : -4, 12, 19, -16, 4, -8, 32, -13
> CCC(C)(C)NC(=O)CN(C(=O)CCC(=O)Nc1cc(C)ccn1)c1ccc2c(c1)OCCO2
 : 9, -10, 1, 2, 2, -2, -6, 5

Rows were taken by chance. About 3.6% of those tested had a hit in this group.
